# AmpC inh detg: qHTS Inhibitors of AmpC Beta-Lactamase (assay with detergent) | AmpC hydrolysis of nitrocefin, absorbance 480 nm, 0.01% Triton | AID 485294, 2010 | P00811 | hit rate 0.041% among 370,000 | Potency, µM (doses to about 114 µM), without a hit: at the highest dose activity change, negative = inhibition, usual class: inhibitors;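 note: potency is the fitted concentration of half-maximal effect; 0% = no-compound wells and -100% = no-enzyme wells; nearly all actives have a fitted effect of over 25% in size; some results filed as inactive show a strong effect at the top dose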
# Target sequence (P00811 whole entry, looked up): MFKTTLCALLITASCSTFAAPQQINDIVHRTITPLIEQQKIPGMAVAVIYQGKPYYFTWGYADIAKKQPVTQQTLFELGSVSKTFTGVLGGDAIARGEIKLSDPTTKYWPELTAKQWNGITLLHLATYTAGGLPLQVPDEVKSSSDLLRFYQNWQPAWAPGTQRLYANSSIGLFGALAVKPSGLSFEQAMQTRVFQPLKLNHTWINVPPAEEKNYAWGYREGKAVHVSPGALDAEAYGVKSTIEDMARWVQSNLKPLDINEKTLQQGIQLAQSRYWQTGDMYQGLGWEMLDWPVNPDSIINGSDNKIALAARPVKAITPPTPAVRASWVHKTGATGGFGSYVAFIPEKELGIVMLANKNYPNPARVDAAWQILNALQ
#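 AmpC (5.3 nM in the dispensed reagent) in 20 mM phosphate pH 7.0 with 0.01% (detergent screen) or 0.0001% Triton X-100 was preincubated with compounds for 15 min at room temperature. Nitrocefin was then added from an 800 uM solution, and hydrolysis was followed at 480 nm.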
# HCMV antiviral: qHTS Assay for inhibitors of the human cytomegalovirus (HCMV) | hit rate 4.5% among 410,000 | HFF cells, HCMV-luciferase reporter, 72 h; stronger effect = lower value | activity change, negative = inhibition, % at 57.5 µM; in the data active = activity change below about -60%; inconclusive = no clear call, values can overlap the other calls; inactive = above about -39%
#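 Two-dose cell screen: HFF monolayers treated with compounds and infected with luciferase-expressing HCMV at 1 PFU/cell, 72 h at 37C, then lysed for luciferase measurement.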
# Sm TGR block: qHTS Assay for the Inhibitors of Schistosoma Mansoni Peroxiredoxins | Schistosoma mansoni thioredoxin glutathione reductase (TGR), Q962Y6 | purified TGR, DTNB reduction, TNB absorbance 405 nm | hit rate 3% among 360,000 | Potency, µM (titrated, usually from 114 µM), for the others: top-dose activity change, negative = inhibition, usual class: inhibitors; note: potency is the fitted concentration of half-maximal effect; nearly all actives have a fitted effect of over 60% in size
#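 Kinetic colorimetric format: TGR-catalysed, NADPH-driven DTNB reduction monitored via TNB absorbance. Enzyme dispensed at 20 nM; compound exposure 15 min at room temperature before reaction start.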
# Giardia FBPA inh: qHTS Assay for Inhibitors of Fructose-1,6-bisphosphate Aldolase from Giardia Lamblia | Potency, µM (doses to about 59.6 µM), without a hit: top-dose activity, negative = inhibition, usual class: inhibitors | hit rate 0.71% among 290,000 | purified Giardia FBPA | A8B2U2; note: potency is the fitted concentration of half-maximal effect; nearly all actives have a fitted effect of over 55% in size
# Target sequence (A8B2U2 whole entry, looked up): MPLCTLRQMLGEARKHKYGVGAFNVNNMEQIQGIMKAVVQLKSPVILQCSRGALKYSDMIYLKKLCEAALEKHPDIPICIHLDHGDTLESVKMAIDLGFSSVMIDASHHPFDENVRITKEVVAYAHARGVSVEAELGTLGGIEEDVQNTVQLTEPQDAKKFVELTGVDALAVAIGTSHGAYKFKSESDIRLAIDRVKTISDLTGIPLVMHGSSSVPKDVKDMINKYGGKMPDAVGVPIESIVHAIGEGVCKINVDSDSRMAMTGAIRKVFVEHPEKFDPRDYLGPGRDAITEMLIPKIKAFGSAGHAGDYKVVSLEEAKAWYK
#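 Giardia FBPA (40 nM reagent) was preincubated 10 min at RT with compound (up to 57.5 uM final), then substrate plus GAPDH/TPI/NAD/arsenate coupling system with diaphorase/resazurin was added; resorufin fluorescence (525/598 nm) was read after 20 min.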
# HCV inh: qHTS Assay for Inhibitors of Hepatitis C Virus (HCV) | Huh7.5.1 HCVcc-Cre infection, luciferase reporter, 44 h | Potency, µM (doses to about 41.8 µM), for the others: at the top dose activity change, negative = inhibition, actives largely listed as inhibitors | hit rate 3.4% among 340,000 | AID 651820, 2012; note: potency is the fitted concentration of half-maximal effect
#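 Reporter virus HCVcc-Cre (~0.5 moi) infects cells exposed to compound; seeding density 1,000 cells/well with 4 h settling beforehand. Luminescence, 15 sec read, taken 44 h post-infection following a 15 min RT substrate incubation.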
# AMA1 RON2 block: qHTS for Inhibitors of AMA1-RON; Towards Development of Antimalarial Drug Lead: Primary Screen; AlphaScreen AMA1-biotinylated RON2 peptide binding; Potency, µM (titrated, usually from 58.2 µM), inactives show at the top dose activity change, negative = inhibition, actives largely listed as inhibitors; hit rate 0.2% among 360,000; AID 720542, 2013;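 note: potency is the fitted concentration of half-maximal effect; 0% = vehicle wells and -100% = peptide control; nearly all actives have a fitted effect of over 45% in size; some results filed as inactive show a strong effect at the top dose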
#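 AMA1 (3D7) with his tag at 25 nM final met compounds first, then biotinylated RON2 peptide at 25 nM; detection used donor plus acceptor beads, 10 µg/mL apiece, read by AlphaScreen after 30 min at room temperature.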
# An asterisk follows results filed as active; ? = inconclusive; . = not tested or not shown; + = active, no number; [ ] = remark or other dose. Unless noted, calls come from the whole dose curve; as a rule, active = well fitted curve in the direction sought with a large enough effect; inconclusive = small, poorly fitted or top-dose-only effect, or another doubt; inactive = no such curve, though single readings can be large; an effect the other way counts as inactive or inconclusive. Unless noted, % is set by controls: 0 for no effect and ±100 for the full control effect. This is a random part of the collection; any-hit rate near 9.3%.
SMILES,AmpC inh detg,HCMV antiviral,Sm TGR block,Giardia FBPA inh,HCV inh,AMA1 RON2 block
Cc1c(NC(=O)c2ccc3c(c2)C(=O)N(CC2CCCO2)C3=O)cccc1C(=O)O (configuration not stated),?,-4.3,5.1%,4.7%,16.6%,4.5%
O=C1CCC2(CCCCC2)N1,.,-5.6,.,.,3.2%,13.1%
O=C(Nc1ccccc1)N1CCC(C(=O)N(Cc2ccco2)Cc2cccs2)CC1,-10.0%,-29.0,0.0%,5.8%,-12.7%,8.5%
O=C(COc1ccccc1)N1CCN(Cc2c[nH]c3ccccc23)CC1,-12.8%,-1.4,0.0%,-12.0%,0.5%,-6.1%
CCOc1cc(/C=N/NC(=O)c2nnn(-c3nonc3N)c2C)ccc1OCc1ccc(F)cc1,-2.9%,-14.2,-1.8%,.,?,-0.9%
Oc1cnn(-c2ccccc2)c1,?,23.8,-5.9%,0.8%,18.0%,6.4%
O=C(c1ccc(S(=O)(=O)Cc2cc(F)ccc2F)c([N+](=O)[O-])c1)N1CCCC1,0.0%,-75.0*,?,-18.9%,10.9%,-8.7%
CC(=O)c1cnc2nc(SCc3ccc(Cl)cc3)nn2c1C,?,4.0,-11.3%,4.2%,?,2.2%
CCOc1cc(C2C3=C(CC(C)(C)CC3=O)N(C)C3=C2C(=O)CC(C)(C)C3)ccc1O,?,-24.4,?,-4.8%,13.2%,-1.9%
Cc1c(C(=O)NC(C)CCc2ccccc2)cccc1[N+](=O)[O-] (configuration not stated),5.3%,-15.0,5.7%,-6.5%,-26.3%,0.0%
OCCNc1nc(N2CCOCC2)nc(N2CCOCC2)n1,-5.8%,-32.7,-2.0%,-5.1%,22.3%,-9.9%
O=C(NNS(=O)(=O)c1ccc(Cl)cc1)C1CCN(Cc2ccccc2)CC1,-14.0%,14.7,0.0%,1.2%,-0.7%,2.1%
CCOC(=O)c1c(NC(=O)CSc2nccc(=O)[nH]2)sc(C)c1C,-8.9%,-15.9,4.5%,.,10.9%,-5.3%
Cc1ccc(-c2nc(C)sc2CC(=O)NCc2ccco2)cc1,-14.8%,-26.9,22.4µM*,-9.8%,12.5%,2.1%
COc1ccc(NS(=O)(=O)c2cc(NC(=O)c3cc(F)c(F)c(F)c3F)ccc2N2CCCC2)cc1,-5.7%,-26.8,0.7%,-10.0%,?,-14.8%

# Limited to AMA1 RON2 block, Giardia FBPA inh and HCV inh, for three of the compounds above:
SMILES | AMA1 RON2 block | Giardia FBPA inh | HCV inh
O=C(NNS(=O)(=O)c1ccc(Cl)cc1)C1CCN(Cc2ccccc2)CC1 | 2.1% | 1.2% | -0.7%
CCOC(=O)c1c(NC(=O)CSc2nccc(=O)[nH]2)sc(C)c1C | -5.3% | . | 10.9%
Cc1ccc(-c2nc(C)sc2CC(=O)NCc2ccco2)cc1 | 2.1% | -9.8% | 12.5%

# Later entries:
SMILES,AmpC inh detg,HCMV antiviral,Sm TGR block,Giardia FBPA inh,HCV inh,AMA1 RON2 block
O=c1cc(CN2CCOCC2)nc(C2CC2)[nH]1,-5.9%,-29.9,-5.5%,-9.1%,9.9%,-2.1%
OCC1CCCN(C(=S)Nc2ccc(Oc3ccccc3)cc2)C1 (configuration not stated),-2.6%,27.8,-11.4%,-20.9%,-2.2%,-3.9%
CN1CCN(c2ccccc2NC(=O)COc2ccc(Br)cc2)CC1,3.4%,-6.9,0.1%,2.3%,-25.8%,-8.2%
COC(=O)c1ccc(CNC(=O)Cn2cnnn2)cc1,-6.9%,-8.3,6.9%,-2.3%,18.6%,-1.8%
CCCOC(=O)CC1C(=O)NCCN1Cc1ccc(F)cc1 (configuration not stated),-8.0%,-9.6,0.0%,-3.9%,-2.7%,5.7%
CC(=O)n1cc(N(C(=O)CCl)c2ccc(Cl)cc2)c2ccccc21,3.1%,.,0.316µM*,-9.0%,3.55µM*,-1.5%
CCS(=O)(=O)NCc1ccc2[nH]c3c(c2c1)CCCC3,-6.1%,.,-19.4%,?,.,.
O=C(Nc1nc2cc3c(cc2s1)OCCO3)C1=COCCO1,-1.1%,+,1.1%,-5.2%,-4.2%,11.8%
CCCCn1c(N)c(N(CCOC)C(=O)c2ccc(Cl)c(S(=O)(=O)N3CCCC3)c2)c(=O)[nH]c1=O,2.9%,28.4,7.1%,.,-5.4%,14.9%
CCn1c(=O)c(C(=O)NCc2ccccc2OC)c(O)c2ccccc21,-1.4%,-20.3,11.8%,0.0%,-12.2%,8.7%
Cc1nnc(NCc2n[nH]c(=O)c3ccccc23)c2ccccc12,-13.2%,-37.0,1.3%,-7.3%,?,-5.0%
COC(=O)c1cccc(S(=O)(=O)N(Cc2ccco2)Cc2cc3ccc(OC)cc3[nH]c2=O)c1,-7.2%,14.4,-21.7%,-1.0%,-23.1%,14.9%
O=C(OCCc1cc2ccccc2c(=O)o1)c1ccc(F)cc1,-6.0%,1.5,0.0%,.,21.9%,17.2%
COC(=O)CNC(=O)CN1C(=O)NC2(CCCc3ccccc32)C1=O (configuration not stated),0.9%,-19.5,1.4%,-2.0%,16.7%,-9.0%
COc1ccc(N2CC(NC(=O)c3ccc4ccccc4c3)CC2=O)cc1OC (configuration not stated),?,-22.3,0.2%,.,-9.2%,5.0%
Cc1ccsc1/C=N/N=C/c1sccc1C,10.5%,111.3,1.2%,17.5%,-9.7%,-8.7%
CCOc1cc(C(=S)N2CCOCC2)ccc1OC,1.1%,-3.1,-0.2%,2.9%,10.6%,-1.7%
CCOC(=O)N1CCC(Nc2c(Nc3ccc(C)c(C)c3)c(=O)c2=O)CC1,?,50.6,-15.9%,-10.4%,9.8%,-1.1%
Cn1c(SCc2ccc(F)cc2)nnc1-c1ccccn1,-15.0%,14.8,4.3%,9.0%,3.0%,-18.3%
CC(=O)c1ccc(OCC(C)C)c(CC(C(N)=O)C(N)=O)c1,-8.0%,2.5,-22.7%,2.8%,-4.1%,-2.2%
Cc1nc(SCC(=O)N2CCN(c3ccccc3)CC2)[nH]c(=O)c1C,16.9%,17.7,10.5%,.,.,.
CC1CCCCN1S(=O)(=O)c1ccc(NC(=O)CSc2nnnn2C)cc1 (configuration not stated),-13.4%,-15.0,4.4%,-0.6%,17.8%,26.0%
CCC(=O)N/N=C(\C)CC(=O)Nc1ccc(F)cc1,2.4%,-23.5,-14.0%,1.3%,16.4%,69.3%[activator]
Cc1ccccc1-n1c(Cn2c(=O)sc3ccccc32)nnc1SC(C)C,-2.9%,-26.8,2.6%,2.3%,?,1.9%
COc1ccc(-n2c(=O)c3ccccc3c3ccccc3c2=O)c(OC)c1,-1.9%,-17.8,-7.3%,-6.3%,3.0%,-7.8%
CC(C)[C@H](NC(=O)c1cc2cc(Cl)ccc2n1C)C(=O)N[C@@H](C(=O)O)c1ccccc1,-0.1%,11.3,6.5%,1.0%,-17.4%,28.9%
Cc1cccc(NC(=O)CN2CCCN(S(=O)(=O)c3ccc(Br)s3)CC2)c1,-1.6%,45.2,25.1µM*,-15.1%,-4.4%,-17.4%
O=C1CC(O)(C(F)F)Oc2ccc3ccccc3c21 (configuration not stated),-12.4%,-22.3,1.5%,-7.2%,-7.8%,0.9%
CC(C)(C)NC(=O)NC(=O)COC(=O)CNC(=O)c1cccc(F)c1,-1.6%,-5.1,1.3%,4.6%,2.5%,0.9%
Cn1nc(N)c2c(-c3ccc(Cl)cc3)c(C#N)c(N)nc21,-1.2%,-38.5,3.7%,0.0%,-6.1%,-2.2%

# Shown with two lines to a compound: entries from further up.
# Under each structure – AmpC inh detg	HCMV antiviral	Sm TGR block	Giardia FBPA inh	HCV inh	AMA1 RON2 block
Cn1c(SCc2ccc(F)cc2)nnc1-c1ccccn1
→ -15.0%	14.8	4.3%	9.0%	3.0%	-18.3%
CC(=O)c1ccc(OCC(C)C)c(CC(C(N)=O)C(N)=O)c1
→ -8.0%	2.5	-22.7%	2.8%	-4.1%	-2.2%

# The list goes on:
SMILES,AmpC inh detg,HCMV antiviral,Sm TGR block,Giardia FBPA inh,HCV inh,AMA1 RON2 block
COc1cccc(NC(=O)Cn2c(CCC(=O)O)ccc2-c2cccs2)c1,-0.5%,-4.5,-19.7%,22.5%,11.1%,3.0%
CN(Cc1ccco1)C(=O)CSc1nc(C2CC2)n(-c2ccccc2)n1,-1.7%,-21.3,?,.,-14.7%,6.2%
CCOC(=O)Cn1c(-c2ccccc2)cc(SC)c(C#N)c1=O,10.9%,-7.2,10.7%,-6.1%,?,23.2%
Oc1ccc(CNCC2COc3ccccc3O2)cc1 (configuration not stated),-8.5%,12.0,-25.2%,-27.3%,19.6%,-6.7%
O=C(OCc1ccccc1Cl)c1cccnc1Cl,-4.6%,38.7,6.8%,6.7%,-8.9%,4.9%
CCn1c(SCC(=O)Nc2ccccc2OC)nc(O)cc1=O,-0.7%,-12.0,9.9%,7.2%,5.7%,-6.8%
COc1cc2c(cc1OC)C(c1ccc([N+](=O)[O-])cc1)NC(=O)C2 (configuration not stated),1.3%,69.9,0.0%,6.3%,-13.5%,13.5%
COc1ccc(/C=N/NC(=O)c2ccc(Cl)cc2Cl)cc1COC(C)=O,3.9%,-34.4,5.2%,1.7%,-23.3%,0.4%
Cc1ccc(-c2cc(C(F)(F)F)n3ncc(C(=O)O)c3n2)cc1,?,40.9,-0.4%,-10.0%,11.2%,1.5%
O=C(CN(Cc1cccs1)C(=O)CNS(=O)(=O)c1ccc(F)cc1)NCC1CCCO1 (configuration not stated),3.3%,-24.1,.,-0.2%,14.6%,-11.5%
CCOc1ccccc1NC(=S)NCc1ccco1,0.7%,22.6,-24.2%,-1.5%,-9.5%,-12.7%
Cc1ccc(S(=O)(=O)NNC(=S)Nc2ccccc2)cc1,-1.6%,-21.1,-19.9%,?,-9.2%,-1.3%
CC(=O)Nc1ccc(-c2csc(NC(=O)Nc3ccccc3)n2)cc1,-2.7%,-99.1*,-11.9%,-12.1%,10µM*,8.5%
O=C1CSC(=Nc2cccc(Cl)c2Cl)N1,3.3%,-3.3,-3.9%,?,31.3%[activator],6.8%
COc1cc2c(cc1OC)[C@@H](NC(=O)C(C)C)[C@H](O)C2,.,-22.5,.,.,-2.9%,8.2%
COc1ccc(-c2cn3nc(N4CCCC(C(=O)Nc5cccc(Cl)c5C)C4)sc3n2)cc1 (configuration not stated),-3.2%,0.0,-1.1%,.,.,.
NC(=O)c1cc(S(=O)(=O)NC2CCCCC2)co1,-15.1%,-10.6,-5.1%,8.7%,10.5%,2.9%
COc1ccc(NC(=O)Nc2cccc(OC)c2)cc1,.,-21.4,.,.,-19.1%,14.8%
CC(C)(C)NC(=O)COC(=O)c1ccccc1C(=O)c1ccccc1,0.2%,64.8,1.5%,-2.0%,0.4%,0.0%
Cc1cc[n+](-c2[nH]c(=O)sc2/C=N/NC([S-])=Nc2ccccc2)cc1,-4.9%,-61.2*,-19.0%,13.6%,?,71.0%[activator]
COc1cccc(CNc2nc3ccccc3n2C(C)C)c1O,?,23.8,0.0%,0.9%,?,11.6%
CN(CCOc1ccc(Cl)cc1)CC(=O)Nc1ccc(OC(F)F)cc1,1.5%,22.0,-9.2%,3.0%,-18.7%,10.1%

# Assay outcomes as filed in PubChem BioAssay.
